# Compound activity as filed in PubChem BioAssay.
# FXIIa inh 1536: human FXIIa protease inhibitors, primary screen, biochemical, 1536-well. purified FXIIa, Boc-QGR-AMC fluorogenic substrate, 2 h. AID 800, 2007. inhibition, % at 5 µM. actives 0.3% (n = 220,000). Coagulation factor XII (Homo sapiens), P00748; in the data active = inhibition above about 40%;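 also: 0% = enzyme with no compound and 100% = blank without enzyme; many of its hits are not listed in these tables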
# FXIa inh: human FXIa protease inhibitors, primary screen, biochemical, 1536-well; Coagulation factor XI (Homo sapiens), P03951; purified FXIa, Boc-Glu-Ala-Arg-AMC fluorogenic substrate; inhibition, % at 5 µM; actives 0.14% (n = 220,000); AID 798, 2007;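 active = inhibition of at least 40%; inactive = inhibition below 40%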;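 also: fluorescence of freed AMC excited at 355 nm; 0% = enzyme without compound and 100% = no enzyme blank; many of its hits are not listed in these tables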
# Target sequence (P03951 19-387 limits assumed): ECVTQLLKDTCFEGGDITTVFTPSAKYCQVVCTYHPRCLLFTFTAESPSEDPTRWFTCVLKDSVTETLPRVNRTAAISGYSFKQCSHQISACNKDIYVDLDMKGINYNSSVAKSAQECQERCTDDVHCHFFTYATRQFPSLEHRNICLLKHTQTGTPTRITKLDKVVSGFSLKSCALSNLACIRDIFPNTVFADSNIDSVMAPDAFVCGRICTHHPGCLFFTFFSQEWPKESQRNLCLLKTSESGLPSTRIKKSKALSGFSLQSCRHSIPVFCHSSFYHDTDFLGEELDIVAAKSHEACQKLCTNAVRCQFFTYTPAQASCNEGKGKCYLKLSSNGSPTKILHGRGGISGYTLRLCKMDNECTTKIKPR
# Target sequence (P03951 388-625 limits assumed): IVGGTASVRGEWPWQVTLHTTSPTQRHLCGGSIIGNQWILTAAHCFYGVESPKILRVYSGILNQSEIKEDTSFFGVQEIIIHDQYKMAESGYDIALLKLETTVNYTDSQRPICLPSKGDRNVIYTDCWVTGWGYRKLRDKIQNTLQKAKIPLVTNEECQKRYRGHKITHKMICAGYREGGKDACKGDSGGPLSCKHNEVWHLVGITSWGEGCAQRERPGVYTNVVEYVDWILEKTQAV
# PERK inhibitor: block of dimerizer-induced PERK translation repression, primary screen, PERK inhibitor project, CHO PERK-DD cells, SEAP luminescence, HTS | Eukaryotic translation initiation factor 2-alpha kinase 3 (Homo sapiens), Q9NZJ5 | actives 0.17% (n = 220,000) | CHO PERK-DD fusion, SEAP luminescence translation reporter | inhibition, % at 5.6 µM;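 active = inhibition above the mean inhibition of all tested compounds plus 3 SD, set separately per screening campaign, cut at about 2.9% in these data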;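 also: PERK kinase domain activated by AP20187 dimerizer at 100 nM; 0% = DMSO with dimerizer and 100% = rapamycin at 8.4 µM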
# p97 ATPase inh: inhibitors of human p97 ATPase, primary screen, biochemical; recombinant p97 ATPase, Kinase-Glo ATP luminescence, 3 h; AID 1481, 2009; inhibition, % at 8 µM; actives 0.42% (n = 220,000); Transitional endoplasmic reticulum ATPase (Homo sapiens), P55072; in the data active = inhibition above about 15%;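 also: 0% = DMSO vehicle and 100% = wells lacking enzyme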
# KCC2 mod: KCC2 cotransporter modulators, thallium flux, primary screen, cell-based, HEK293 KCC2, FluoZin-2 fluorescence, MLSMR; B-score of Tl+ flux slope (higher = more flux/activation; lower = inhibition) at 10 µM; actives 2.2% (n = 190,000); KCC2 cells, thallium flux FluoZin-2 fluorescence;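 active = thallium flux slope and its plate-corrected score both differing from the plate sample mean at a set confidence after two filtering rounds, in either direction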;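 also: slope of fluorescence scaled to starting intensity during 10 to 20 s after thallium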
# Thrombin inh: human alpha-thrombin inhibitors, primary screen, counter-screen for coagulation protease inhibitor project, biochemical, 1536-well, fluorogenic AMC substrate. AID 1046, 2008. Prothrombin (Homo sapiens), P00734. actives 0.26% (n = 220,000). Boc-VPR-AMC fluorogenic substrate cleavage. inhibition, % at 5 µM;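 active = inhibition at or above 40%; inactive = inhibition below 40%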;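 also: 0% = enzyme with no compound and 100% = wells without enzyme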
#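 System: human alpha-thrombin protein; Compound dosing: one concentration per compound, 5 µM, with 0.2% DMSO; Timing: reaction at room temperature; Technique: AMC fluorescence, 355/460 nm; Controls: enzyme without compound as high, wells lacking enzyme as low.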
# Furin inhibitor: human furin inhibitors, primary screen, biochemical, fluorescence intensity | P09958 | purified furin, fluorogenic substrate cleavage | inhibition, % at 30 µM | actives 0.061% (n = 220,000); in the data active = inhibition above about 25%; also: inactives centre near -15
# KLK5 inh: human KLK5 protease inhibitors, primary screen, biochemical, 1536-well. Kallikrein-5 (Homo sapiens), Q9Y337. recombinant hK5, fluorogenic AMC substrate cleavage. inhibition, % at 5 µM. actives 0.59% (n = 210,000). AID 873, 2007;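 active = inhibition of 40% or more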;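 also: 0% = enzyme controls without compound and 100% = no-enzyme blanks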
# Target sequence (Q9Y337 67-293 limits assumed): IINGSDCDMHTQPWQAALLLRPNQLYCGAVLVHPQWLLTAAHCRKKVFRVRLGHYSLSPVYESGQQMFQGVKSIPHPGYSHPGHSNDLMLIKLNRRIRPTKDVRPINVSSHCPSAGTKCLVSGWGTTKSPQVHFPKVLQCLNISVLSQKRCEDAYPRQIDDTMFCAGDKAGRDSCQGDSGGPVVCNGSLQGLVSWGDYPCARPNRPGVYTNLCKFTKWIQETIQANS
# Wee1 stabilizer: Wee1 degradation inhibitors, primary screen, cell-based, HeLa, Wee1K328M-luciferase, luminescence; Wee1-like protein kinase (Homo sapiens), P30291; HeLa Luc-Wee1K328M stability; 100% = proteasome inhibitor MG132 effect; reporter increase, % at 5 µM; actives 1.2% (n = 220,000); AID 1321, 2008;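 active = activation above the mean of all tested compounds plus 3 SD, set per screening run, cut at about 8.8% in these data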;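 also: cells exposed to compound for 20 h before luminescence read; 0% = DMSO alone and 100% = MG132 at 30 µM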
# * = called active by the depositor; · = no result given; [ ] = dose if it differs, or a comment. This is a random part of the collection. Share with any hit: about 4.4%.
SMILES,FXIIa inh 1536,FXIa inh,PERK inhibitor,p97 ATPase inh,KCC2 mod,Thrombin inh,Furin inhibitor,KLK5 inh,Wee1 stabilizer
COc1ccc2nc(-c3ccc(Cl)cc3)cc(C(=O)O)c2c1,-10.9,-16.9,0.0,-0.1,-1.28,-11.6,-29.9,-4.5,-1.2
O=C1NC(c2cccs2)Nc2ccccc21 (centres undefined),6.5,-2.6,0.8,-3.5,·,-5.2,-17.8[20 µM],-3.3,-0.2
CS(=O)(=O)N(Cc1nc2sc3c(c2c(=O)[nH]1)CCCC3)C1CCCCC1,·,·,-1.4,-6.8,-0.0229,·,-6.2[20 µM],·,5.4
Cc1ccsc1/C=C(\C#N)C(=O)Nc1c(C)n(C)n(-c2ccccc2)c1=O,8.4,9.0,-0.7,5.1,-1.22,-2.2,-1.6,-18.8,7.1
CN(C)C(CNC(=O)c1ccc2ccccc2c1)c1ccco1 (centres undefined),10.2,9.1,0.1,-1.4,-1.32,-1.2,-18.1,-0.3,0.9
CCOc1cc2[nH]c(=S)n(CCN3CCC(C)CC3)c(=O)c2cc1OCC,-6.1,1.5,-0.7,-1.3,0.0509,-6.6,-3.5,-0.1,-0.6
CCCN1CN(Cc2ccccc2)CNC1=S,6.8,5.1,0.5,0.2,0.489,-6.1,-17.3,18.8,-1.2
COc1ccc(CN2C(=O)c3ccccc3C(/C=N/OCc3ccc(Cl)cc3)C2=O)cc1 (centres undefined),3.3,-4.3,0.7,2.6,·,-5.7,-14.8[20 µM],-12.4,0.2
COc1cc(/C=N/NC(=O)CCC(=O)NC2CCCCC2)ccc1C,23.6,10.8,0.4,-4.0,-0.629,11.8,-9.4,19.6,-0.2
Cc1c(F)cccc1NC(=O)CSCC(=O)Nc1ccccc1,3.9,-6.4,0.0,2.1,1.27,-4.3,-11.9[20 µM],-7.7,-2.0
CC1=Nc2ccccc2/C1=C\c1nc(-c2ccc(C(F)(F)F)cc2)oc1O,27.4,22.1,0.1,2.0,-0.531,12.6,-1.0[20 µM],-3.5,1.4
Cc1ccc2nc(SC(C)C(=O)NCc3ccco3)[nH]c2c1 (centres undefined),8.3,-0.1,0.2,2.4,-0.137,2.5,-12.8[20 µM],-4.5,2.8
CC1CN(C(=S)SCC(=O)c2ccccc2)CC(C)O1 (centres undefined),7.1,3.6,0.1,4.7,-0.914,-3.4,-20.2,12.0,3.4
CC(C)(C)C(=O)Nc1cc(S(=O)(=O)Nc2ccc(Cl)cc2)ccc1O,12.6,1.8,1.2,0.9,-1.02,-4.0,-33.6,·,0.0
N#Cc1ccc(-c2ccc(OCC(=O)NCC(=O)Nc3ccc(F)c(F)c3F)cc2)cc1,-5.5,-5.3,-0.2,-5.4,1.25,-13.2,-13.9,-16.8,-1.4
Cc1oc(-c2ccc(Cl)cc2)nc1CN1CCCC(C(=O)NCc2ccccn2)C1 (centres undefined),10.4,-2.1,-0.7,-1.3,-0.176,2.9,-31.5,3.2,-2.1
Cc1ccc(NC(=O)CS(=O)CC(=O)N(C(C)C(=O)NC2CCCCC2)C(C)(C)C)cc1 (centres undefined),2.9,-6.9,-0.4,0.5,·,-11.3,-20.9,-2.7,-4.7
COc1ccc2cc1Oc1ccc(cc1)C[C@H]1c3c(cc4c(c3Oc3cc5c(cc3OC)CCN(C)[C@@H]5C2)OCO4)CCN1C,7.1,-5.6,·,·,0.843,-2.5,-24.0,-4.4,·
Fc1ccc(-c2cnn3c(-c4cccs4)ccnc23)cc1,1.6,-7.1,0.6,-0.8,0.402,3.2,-18.4,-10.8,2.4
O=C(CCC(=O)NNC(=O)c1ccccc1[N+](=O)[O-])NCc1ccccc1,8.9,2.0,0.5,1.7,1.35,-1.4,-21.2,4.5,-0.3

# Reformatted field by field: part of the list above
Cc1oc(-c2ccc(Cl)cc2)nc1CN1CCCC(C(=O)NCc2ccccn2)C1 (centres undefined)
  FXIIa inh 1536: 10.4 | FXIa inh: -2.1 | PERK inhibitor: -0.7 | p97 ATPase inh: -1.3 | KCC2 mod: -0.176 | Thrombin inh: 2.9 | Furin inhibitor: -31.5 | KLK5 inh: 3.2 | Wee1 stabilizer: -2.1

Cc1ccc(NC(=O)CS(=O)CC(=O)N(C(C)C(=O)NC2CCCCC2)C(C)(C)C)cc1 (centres undefined)
  FXIIa inh 1536: 2.9 | FXIa inh: -6.9 | PERK inhibitor: -0.4 | p97 ATPase inh: 0.5 | KCC2 mod: · | Thrombin inh: -11.3 | Furin inhibitor: -20.9 | KLK5 inh: -2.7 | Wee1 stabilizer: -4.7

# Next structures
SMILES,FXIIa inh 1536,FXIa inh,PERK inhibitor,p97 ATPase inh,KCC2 mod,Thrombin inh,Furin inhibitor,KLK5 inh,Wee1 stabilizer
Cc1cccc(N(C(=O)CCC(=O)Nc2nccs2)C(C(=O)NC(C)(C)C)c2ccc(O)cc2)c1 (centres undefined),5.8,-1.3,-0.1,4.9,-0.392,0.1,-23.2,1.4,3.2
CC(=O)c1cccc(NC(=O)NNC(=O)c2ccc(Cl)cc2Cl)c1,11.3,3.1,0.5,3.8,0.0301,2.0,-30.6,-0.2,-0.5
COc1ccc(/C=C/C(=O)Nc2c(C)nn(C)c2C)cc1COc1ccc(Cl)cc1Br,2.5,-0.4,-1.4,0.9,0.447,-0.9,-18.8[20 µM],-14.5,-3.0
Cc1nc2c([nH]1)C1(CCN(Cc3ccccc3)CC1)C(C#N)=C(N)O2,1.2,-7.0,-0.6,-3.4,-1.36,-2.7,-18.2[20 µM],-17.0,1.8
N#C/C(=N\Nc1cc(Cl)cc(Cl)c1)c1nnc2n1CCCCC2,10.0,6.2,-0.3,3.8,-1.24,-0.9,-6.7,0.2,-1.9
CC1C/C(=N\NC(=O)CCc2ccc(S(=O)(=O)N3CCOCC3)cc2)CC(C)(C)C1 (centres undefined),9.0,3.6,-0.8,3.4,1.32,0.5,-25.2,19.8,0.0
Nc1cccc([N+](=O)[O-])c1,6.3,2.4,2.2,9.2,1.92,-1.6,-20.8,·,1.6
Cc1noc(C)c1C(=O)Nc1nnc(CC(C)C)s1,-0.2,-2.0,0.7,-1.9,0.476,-8.9,-21.5,11.6,-1.1
Nc1ncnc(Oc2cccc3cccnc23)c1[N+](=O)[O-],7.9,1.4,1.4,2.8,0.162,-4.5,-15.7,·,1.6
O=C(NCc1cccnc1)Nc1cccc(NC(=O)NCc2cccnc2)c1,13.9,1.0,1.2,3.3,1.23,0.2,-20.9,2.6,0.9
COc1cc(NC(=O)c2ccc(C(C)(C)C)cc2)c(OC)cc1NC(=O)CN1CCCCC1,5.8,2.1,0.1,3.5,1.29,-5.2,-28.7,1.9,3.6
Nc1cccc2nc3ccccc3cc12,-8.0,20.9,-0.1,-6.6,-0.285,-12.2,-21.4[20 µM],-16.2,1.7
Cc1nn(-c2ccccc2)c2nc(-c3ccccc3)cc(C(=O)N3CCOCC3)c12,1.4,-3.5,-1.0,-10.2,-0.231,-8.7,-12.0,-11.7,-2.0
Cc1ccc(CC(=O)NCC(c2ccco2)N(C)C)cc1C (centres undefined),3.0,1.6,0.8,-2.3,0.0179,-3.1,-9.6,27.4,-2.6
CSc1ccccc1C(=O)NC1CC2CCC1C2 (centres undefined),9.0,-0.2,0.2,-5.0,0.123,2.4,-5.2[20 µM],19.1,-2.2
Cn1cc(CC(=O)NCCN2CCOCC2)c2ccccc21,5.9,-2.3,0.6,1.6,0.0439,-1.4,-17.1,-18.0,-1.2
O=C(Nc1nnc(SCc2cccc3ccccc23)s1)C1COc2ccccc2O1 (centres undefined),0.3,-2.5,0.9,4.0,-0.356,-11.2,-14.2,-0.1,0.7
COc1ccc(CC(=O)Nc2ccc(-c3noc(-c4ccc(Cl)cc4)n3)cc2)cc1,15.3,9.1,1.2,0.7,-0.556,-0.8,-23.5[20 µM],-2.6,7.3
CN1C2C=C3C(C#N)=C(N)C(C#N)(C#N)[C@H](c4c(F)cccc4F)[C@H]3C1CC2 (some centres undefined),11.6,0.3,-0.4,2.0,-0.00565,0.2,-24.4[20 µM],-22.1,-2.5
COc1ccc(OCC(=O)O/N=C(\N)c2ccc(OC)c(OC)c2)cc1,12.4,7.0,0.6,1.2,-0.75,0.7,3.5,-20.9,-2.9

# Fetched by compound from the list above (3):
SMILES,FXIIa inh 1536,FXIa inh,PERK inhibitor,p97 ATPase inh,KCC2 mod,Thrombin inh,Furin inhibitor,KLK5 inh,Wee1 stabilizer
Nc1cccc2nc3ccccc3cc12,-8.0,20.9,-0.1,-6.6,-0.285,-12.2,-21.4[20 µM],-16.2,1.7
COc1ccc(OCC(=O)O/N=C(\N)c2ccc(OC)c(OC)c2)cc1,12.4,7.0,0.6,1.2,-0.75,0.7,3.5,-20.9,-2.9
O=C(Nc1nnc(SCc2cccc3ccccc23)s1)C1COc2ccccc2O1 (centres undefined),0.3,-2.5,0.9,4.0,-0.356,-11.2,-14.2,-0.1,0.7

# More results follow:
SMILES,FXIIa inh 1536,FXIa inh,PERK inhibitor,p97 ATPase inh,KCC2 mod,Thrombin inh,Furin inhibitor,KLK5 inh,Wee1 stabilizer
O=C(NCc1cccc(C(F)(F)F)c1)C1CC(c2c(Cl)cccc2Cl)=NO1 (centres undefined),13.0,7.6,-1.4,-7.0,-0.145,9.0,7.4[20 µM],-4.3,2.2
Cc1c(C(=O)NCc2cccs2)oc2ccc(S(=O)(=O)N3CCOCC3)cc12,12.8,7.5,-0.1,3.5,0.779,4.1,-11.8,-1.9,-1.4
O=C1CN(Cc2nc3cc(Cl)ccc3c(=O)[nH]2)CCN1,14.1,2.2,-0.6,0.7,0.351,3.4,-0.2,2.4,2.9
CCCNC(=O)C(Cc1ccccc1)NS(=O)(=O)c1ccc2c(c1)CCC(=O)N2 (centres undefined),-6.9,-17.7,0.4,6.3,0.0806,-9.8,-17.6,25.6,-0.2
COC(=O)CNc1nc(OC)nc(N(C)C)n1,8.3,-4.6,1.8,3.1,·,-4.8,-11.5[20 µM],-0.4,-0.8
CNc1nc2c(C)cccn2c(=O)c1C=NCc1ccccc1,0.6,-4.5,1.4,-2.0,0.358,-4.6,-8.1[20 µM],-6.1,1.0
Cc1cc(C)c2c(c1)c(C)cc1nnc(SCC(=O)NCc3ccco3)n12,6.7,-3.9,-1.2,2.4,-1.13,0.8,-28.8,29.1,-0.6
N/C(=N\OC(=O)CCC1CCCCC1)c1cccnc1,2.8,-0.8,0.6,-3.1,1.6,-3.5,-16.5,-0.5,3.6
COc1ccc2oc(=O)c(NC(=O)C3CCCCC3)cc2c1,16.4,-0.2,0.5,-4.5,0.3,2.4,-10.7,-0.9,-2.2
COc1ccc2cc(C(=O)C3CCCN(Cc4cccc(C)n4)C3)ccc2c1 (centres undefined),9.1,-0.1,1.1,-2.6,-1.85,-1.5,-75.4,·,-0.1
